Assay outcomes from PubChem.
ASM inhibitor: inhibitors of human secretory acid sphingomyelinase | P17405 | placental ASM, HMU-PC fluorogenic substrate, 60 min | Potency, µM (highest dose often 57.5 µM), for the others: at the highest dose activity change, negative = inhibition, hits mostly inhibitors | 0.006% of 340,000 active | AID 504937; note: potency is the fitted concentration of half-maximal effect
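Human placenta-derived ASM enzyme was preincubated with compound for 10 minutes at room temperature, then given fluorogenic substrate HMU-PC0 (9 uM final) for 60 minutes at 37 °C; a pH 10 stop preceded fluorescence reading at Ex 386/Em 447 nm.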
Integrin act MD: activates integrin-mediated alleviation for muscular dystrophy | alpha7betagal myoblasts, beta-gal FDG fluorescence, 48 h | Potency, µM (doses to about 38.3 µM), inactives show at the highest dose activation, actives largely listed as activators | 0.064% of 350,000 active;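 note: potency is the fitted concentration of half-maximal effect; 100% = response of the positive control SU9516; nearly all actives have a fitted effect of over 60% in size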
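Alpha7betagal+/- myoblasts (passage 13) were plated 16-24 hr, then exposed to compounds (1:260 dilution of DMSO stock) for 48 hours at 37C. After MPER lysis, β-galactosidase reporter activity was read as FDG fluorescence (ex 480/em 540) after 30 minutes.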
CXXC DNA block: blocks binding of human MLL CXXC domain to DNA | Q03164 | MLL-CXXC / FITC-HOXA9 DNA fluorescence polarization | Potency, µM (highest dose often 115 µM), without a hit: top-dose activity change, negative = inhibition, usual class: inhibitors | 0.037% of 290,000 active | AID 2662; active = well fitted inhibition curve with a large enough effect in the polarisation, with a control signal flat, not every such curve was filed as active; inconclusive = small, poorly fitted or top-dose-only effect, or effect the other way, or a change in a side signal; inactive = no such curve, though single readings can be large or run the other way; the % refers to the polarisation; note: potency is the fitted concentration of half-maximal effect
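Purified MLL-CXXC (added from a 7 uM solution) was preincubated 5 min at ambient with pinned compounds in 50 mM Tris-HCl pH 7.5, 50 mM NaCl, 1 mM DTT, 0.05% BSA. Fluorescein-labeled HOX-A9 DNA (50 nM solution) followed, 30 min, then polarization read.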
TSHR antag: human thyrotropin receptor antagonism. TSHR-expressing cells, TSH-stimulated cAMP HTRF, 2 h; hits give low values. activity change, negative = inhibition, % at 11.5 µM. 0.2% of 330,000 active. AID 504810;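 active = activity change below a set negative limit, meaning inhibition stronger than a set level, cut at about -70% in these data; inconclusive = activity change between two set negative limits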; note: % is set by controls: 0 for no effect and ±100 for the full control effect
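Freshly harvested TSHR cells receive pin-tooled compound, then EC80 TSH at 4nM final. After 2 hours at 37 deg C, antibody in lysis buffer and cAMP-d2 are added; 30 minutes at ambient temperature precede the HTRF read.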
TCR act: T cell receptor activation; primary human leukocytes, anti-CD3, IL-2 HTRF, 48 h; Potency, µM (doses to about 9.22 µM), for the others: top-dose activation of IL-2 secretion, usual class: activators; 330,000 tested, under 10 active; note: % of control where 0% means no effect
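48 hr co-incubation of compounds, a-CD3 beads and primary human leukocytes; IL-2 quantified homogeneously by HTRF with anti-IL-2 K and d2 conjugates.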
Mito fusion act: blocks mitochondrial division or promotes mitochondrial fusion; AID 485298; 0.23% of 320,000 active; S. cerevisiae fusion-defective mutant growth rescue, CellTiterGlo 48 h; Potency, µM (doses to about 46.1 µM), for the others: at the top dose growth rescue (activation), most hits filed as activators;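 note: potency is the fitted concentration of half-maximal effect; % of control where 0% means no effect; nearly all actives have a fitted effect of over 45% in size; temperature-sensitive fusion mutants such as fzo1-1 at 37 °C on non-fermentable ethanol glycerol medium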
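Compounds are tested for their ability to restore growth of mitochondrial fusion-defective yeast strains at non-permissive 37C in YPEG medium over 48 hours. Viability is quantified by luciferase luminescence.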
TSG101-PTAP inh: blocks PTAP/TSG101 interaction to inhibit HIV-1 budding; Q99816; Fluorescence polarization, FITC-PTAP peptide / Tsg101 binding; Potency, µM (highest dose often 115 µM), for inactives: top-dose activity change, negative = inhibition, usual class: inhibitors; 340,000 tested, under 10 active; active = well fitted inhibition curve with a large enough effect in the main read-out, with a control signal flat, not every such curve was filed as active; inconclusive = small, poorly fitted or top-dose-only effect, or effect the other way, or a change in a side signal; inactive = no such curve, though single readings can be large or run the other way; note: potency is the fitted concentration of half-maximal effect; % of control where 0% means no effect
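Steps: Tsg101 binding domain dispensed (10 uM final), compounds pinned in DMSO, FITC-labeled PTAP-motif peptide added (50 nM final); after 20 min binding at room temperature, polarization measured.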
A-T KAP1 phos: potential ataxia-telangiectasia treatments restoring KAP-1 phosphorylation; Potency, µM (doses to about 57.5 µM), without a hit: at the highest dose activation, hits mostly activators; […] A-T fibroblasts, KAP-1 phosphorylation AlphaLISA; neocarzinostatin DNA damage 30 min before lysis; 0.19% of 320,000 active; note: potency is the fitted concentration of half-maximal effect; % of control where 0% means no effect; nearly all actives have a fitted effect of over 45% in size
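ATM-like activity read as KAP-1 phosphorylation via AlphaLISA donor/acceptor antibody pairs after lysis and 6 hr at 25C. Cells were ATM-null patient fibroblasts ([…], hTERT), dosed 60 min, then exposed to the DSB inducer NCS for 30 min.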
Menin-MLL TR inh: displaces Texas Red mutant MLL peptide from human menin. O00255. Menin + Texas Red MLL mutant peptide, fluorescence polarization. Potency, µM (top dose mostly 61.6 µM), for inactives: top-dose FP activity change, negative = inhibition, actives largely listed as inhibitors. 0.23% of 270,000 active. AID 1768; active = well fitted inhibition curve with a large enough effect in the polarisation, with a control signal flat, not every such curve was filed as active; inconclusive = small, poorly fitted or top-dose-only effect, or effect the other way, or a change in a side signal; inactive = no such curve, though single readings can be large or run the other way; the % refers to the polarisation; note: potency is the fitted concentration of half-maximal effect; % of control where 0% means no effect; many of its hits are not listed in these tables
MBNL1-CUG inh: blocks human MBNL1 binding to CUG repeat RNA; Q9NR56; TR-FRET MBNL1-His/biotin-(CUG)12 binding, 665/545 ratio; Potency, µM (top dose mostly 57.5 µM), without a hit: at the top dose activity change, negative = inhibition, usual class: inhibitors; 0.036% of 280,000 active; AID 2675; active = well fitted inhibition curve with a large enough effect in the signal ratio, with a control signal flat, not every such curve was filed as active; inconclusive = small, poorly fitted or top-dose-only effect, or effect the other way, or a change in a side signal; inactive = no such curve, though single readings can be large or run the other way; the % refers to the signal ratio; note: potency is the fitted concentration of half-maximal effect; % is set by controls: 0 for no effect and ±100 for the full control effect
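MBNL1-His + Biotin-(CUG)12, cpd titration 92 nM–58 uM; Tb anti-His Ab 0.055 ng/ul, SA-XL665 5 nM (final); 60 min RT; ratiometric 665/545 nm, Ex 340 nm; normalized to buffer and full-complex controls.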
* hit, by the source's call; ? = inconclusive; / = no result given; [ ] = dose if it differs, or a comment. Unless noted, calls come from the whole dose curve; as a rule, active = well fitted curve in the direction sought with a large enough effect; inconclusive = small, poorly fitted or top-dose-only effect, or another doubt; inactive = no such curve, though single readings can be large; an effect the other way counts as inactive or inconclusive. These rows are one share of the data; rates above refer to the full screens.

Order of values: ASM inhibitor	Integrin act MD	CXXC DNA block	TSHR antag	TCR act	Mito fusion act	TSG101-PTAP inh	A-T KAP1 phos	Menin-MLL TR inh	MBNL1-CUG inh
O=C1CSC(c2cn(-c3ccccc3)nc2-c2cc3ccccc3o2)N1Cc1ccccc1 (configuration not stated)
    -1%	?	-8%	-3	0%	7%	-4%	/	-3%	-1%
CCOC(=O)c1sc2nc(C)nc(SCC(=O)N(CC)C3CCS(=O)(=O)C3)c2c1C (configuration not stated)
    -3%	?	30%	-6	5%	8%	-1%	1%	-19%	/
COc1ccccc1NC(=O)C(C)OC(=O)CCNS(=O)(=O)c1ccc(C)c(C)c1 (configuration not stated)
    -1%	2%	/	17	10%	-2%	-6%	-8%	/	/
COc1cc(/C=N/NC(=S)NCC2CCCO2)cc(OC)c1OC (configuration not stated)
    2%	-11%	-6%	10	4%	-5%	-6%	0%	/	3%
CN1/C(=C\C(=O)COC(=O)CNC(=O)c2ccccc2F)C(C)(C)c2ccccc21
    29%	-9%	4%	-9	-3%[46.1 µM]	-3%	-2%	2%	-10%	-2%
CC(=O)Nc1ccc(S[C@@H](CCN2CC[C@H](C(C)(C)C)CCC2=O)c2ccccc2)cc1
    -14%	7%	/	-6	5%	29%	/	1%	/	/
O=C(O)CSc1nc2ccccc2o1
    0%	-23%	2%	9	/	-5%	-3%	-1%	1%	-9%
COc1cccc(C(=O)OCC(=O)Nc2ccc3c(c2)OCCO3)c1
    0%	5%	/	2	3%	/	0%	2%	/	/
C[C@@H](C(=O)Nc1nc(-c2ccccn2)cs1)N1C(=O)C2CCCCC2C1=O (some centres not stated)
    0%	-11%	17%	-1	-5%	-3%	-13%	-2%	7%	7%
CC1(C)Cc2c(sc(NC(=O)COc3ccc(Cl)cc3Cl)c2C(N)=O)C(C)(C)N1
    -20%	-48%[inhibitor]	5%	18	3%	-6%	-1%	-1%	/	-3%
CC(C)(C)c1ccc(OCC(=O)NNC(=O)c2cccnc2)cc1
    4%	29%	6%	20	3%	5%	-2%	0%	-3%	-8%
O=C(NC1CCCCC1)c1c(O)nc2sccn2c1=O
    -8%	-34%	/	-3	8%	16%	-3%	-3%	/	/
COCCN(C(=O)CCC(=O)Nc1nccs1)C(C(=O)NC(C)(C)C)c1ccc(C)cc1 (configuration not stated)
    -1%	0%	-7%	-2	5%	-4%	-2%	0%	/	1%
O=C(Nc1ccc(Cl)c(C(F)(F)F)c1)N1CCCC(O)C1 (configuration not stated)
    -2%	9%	27%	17	4%[46.1 µM]	-2%	-5%	/	-3%	?
COc1ccc(C(=O)c2coc3ccc(O)c(CN4CCOCC4)c23)cc1
    -1%	-9%	-7%	-18	-5%[46.1 µM]	0%	-1%	0%	-14%	-1%
Cc1ccc(C(=O)N2CCOCC2)cc1S(=O)(=O)Nc1cccc(C)c1C
    3%	22%	6%	10	5%[46.1 µM]	-4%	-4%	/	10%	-7%
Cc1ccccc1NS(=O)(=O)c1cc(C(=O)NCc2ccco2)ccc1C
    -5%	-18%	-4%	5	-2%	-3%	-1%	0%	14%	-4%
O=C(COn1nnc2ccccc21)N1CCN(Cc2ccccc2)CC1
    -2%	0%	-6%	10	12%	-5%	-6%	1%	-7%	2%
CN1CCc2nc(NC(=O)COc3ccc4ccccc4c3)sc2C1
    14%	-25%	5%	17	-2%	-1%	0%	15%	-1%	27%
CCCn1nc(C(=O)NNC(=O)c2cc(S(=O)(=O)NC)ccc2Br)c2ccccc2c1=O
    -19%	5%	/	27	5%	2%	-2%	22%	/	/
CCCCNC(=O)/C=C/c1ccc(S(=O)(=O)Nc2ccc(OC)cc2)cc1
    -3%	15%	-1%	1	9%	-2%	1%	0%	21%	7%
COc1ccc2nc(NC(=O)CSc3ccccc3)sc2c1
    -14%	8%	5%	5	10%	7%	1%	6%	?	3%
CCOC(=O)c1[nH]c(C)c(C(=O)NCCCN2CCOCC2)c1C
    2%	-1%	-5%	12	/	0%	/	0%	14%	-7%
CCOc1cc(/C=N/Nc2cccc(C(=O)O)c2)ccc1OCC(=O)N1CCCCC1
    -2%	3%	20%	12	-1%	2%	-6%	6%	9%	4%
CCCCOC(=O)C1C2C=CC3(CN(CCc4ccccc4)C(=O)C13)O2 (configuration not stated)
    -1%	22%	1%	-2	0%[46.1 µM]	-2%	2%	0%	-4%	-15%
O=C(NC1CCCN(c2ccc(C(F)(F)F)cn2)C1)c1ccncc1 (configuration not stated)
    -2%	-7%	27%	-12	1%	15%	0%	1%	/	-1%
CCOC(=O)CC1C(=O)NCCN1C(=O)c1c(F)cccc1F (configuration not stated)
    -1%	2%	24%	3	1%	1%	-4%	1%	-10%	-3%
COc1ccc(C2C(C(N)=O)=C(C)Nc3nc(-c4ccccc4OC)nn32)cc1OC (configuration not stated)
    16%	3%	4%	-6	-2%	1%	-2%	-7%	11%	-4%
O=[N+]([O-])c1ccccc1-c1ccc(C(=S)N2CCCCC2)o1
    -2%	-23%	0%	-12	2%	1%	-2%	2%	/	/
CC(C)(C)c1ccc(S(=O)(=O)C(C)(C)C)cc1
    -3%	6%	1%	-6	-1%	1%	1%	2%	-7%	1%

Remaining list, next part:
Order of values: ASM inhibitor	Integrin act MD	CXXC DNA block	TSHR antag	TCR act	Mito fusion act	TSG101-PTAP inh	A-T KAP1 phos	Menin-MLL TR inh	MBNL1-CUG inh
Cc1ccc(NS(=O)(=O)c2ccc(NC(=O)CSc3ccc(Cl)cc3)cc2)c(C)c1
    -19%	-25%	15%	-8	-3%	3%	-5%	1%	?	-5%
O=C(Nc1ccsc1C(=O)O)c1cccc(Oc2ccccc2)c1
    14%	-8%	46%[activator]	?	2%	29%	-3%	4%	?	-8%
CCCN(CCC)c1nc(C)cc(C(C#N)c2nc3ccccc3o2)n1 (configuration not stated)
    /	/	1%	0	/	-11%	/	5%	1%	4%
COc1ccc(OC)c(S(=O)(=O)N2CCC(C(=O)N3CCCCCC3)CC2)c1
    12%	-5%	3%	-4	10%	-5%	-4%	-5%	2%	-3%
CCn1c(-c2nn(C)c(C)c2Cl)n[nH]c1=S
    1%	2%	-4%	5	-2%[46.1 µM]	0%	-3%	-9%	0%	0%
CC(CC1CC(C)(C)OC1=O)C(=O)Nc1ccc([N+](=O)[O-])cc1 (configuration not stated)
    -2%	-1%	12%	11	1%[46.1 µM]	5%	0%	1%	-11%	?
O=S(=O)(c1ccccc1)n1ccc(-c2cnc(-c3ccccc3)s2)n1
    -15%	-50%	5%	-25	-1%	-4%	-12%	11%	/	12%
O=C(N/N=C/c1cc([N+](=O)[O-])ccc1Cl)c1cnccn1
    -5%	-6%	10%	-11	3%	3%	-1%	0%	0%	?
CCOc1ccc(OCC)c(NC(=O)CSc2nc3cccnc3n2C)c1
    0%	-17%	8%	0	3%	1%	-1%	2%	0%	10%
Cn1ccnc1SCC(=O)Nc1cccc(C#N)c1
    -1%	0%	/	/	-4%	/	1%	2%	/	/
O=C1c2ccccc2S(=O)(=O)c2cc(N3CCC(C(=O)N4CCCCC4)CC3)ccc21
    -2%	-30%	/	/	-2%	/	?	/	/	/
CCN(CC)CCN1C(=O)C(=O)/C(=C(/O)c2c(C)[nH]c(C(=O)OC)c2C)C1c1cccc(OC)c1 (configuration not stated)
    -1%	16%	6%	0	-4%	-1%	-6%	14%	-1%	3%
COc1ccc(C(=O)N2CCN(CCNC(=O)C(=O)Nc3ccc(F)cc3)CC2)cc1
    31%	1%	18%	-1	0%	2%	-8%	10%	0%	-3%
COc1ccc(Br)cc1CNC(=O)CCc1nc(-c2ccc(C)cc2)no1
    2%	5%	16%	-4	5%	-2%	-3%	3%	2%	3%
COc1ccc(C(CC(=O)N2CCCC2)c2c(OC)cc(OC)c3ccc(=O)oc23)cc1 (configuration not stated)
    59%[activator]	23%	3%	0	1%	-11%	/	-10%	-8%	33%[activator]
Cc1cccc(NC(=O)CNC(=O)c2cccc(S(=O)(=O)NCc3cccs3)c2)c1C
    -3%	-7%	/	15	4%	-3%	2%	-1%	/	/
CN(c1nc(-c2ccccc2)cs1)C1CCS(=O)(=O)C1 (configuration not stated)
    1%	-4%	10%	24	1%	1%	-11%	1%	-6%	4%
CCOC(=O)Cc1c(C)[nH]n(-c2ccccc2)c1=O
    0%	-2%	-4%	-6	0%	-2%	6%	11%	/	-17%
